CHO-K1 Ca antag: counter-screen for M1 antagonists: effect in parental CHO-K1 cells; ATP-induced calcium, Fluo-8 fluorescence; inhibition, % at 3 µM; hit rate 0.6% among 360,000; AID 602250;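 active means inhibition above a per-plate cutoff, the plate's mean sample inhibition plus 3 SD, cut at about 24% in these data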;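 further: 0% = DMSO plus EC80 ATP and 100% = DMSO alone without ATP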
CHRM4 antagonist: antagonists of human muscarinic M4 receptor (CHRM4). P08173. CHO-hM4 cells, ACh EC80, Fluo-8 calcium fluorescence. inhibition, % at 3 µM. hit rate 0.73% among 360,000;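 active means inhibition above its plate's cutoff, the mean inhibition of sample wells plus 3 SD, cut at about 27% in these data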;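 further: 0% = acetylcholine EC80 with DMSO and 100% = DMSO without agonist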
CHO parental Ca: signal in parental CHO cells, OX1R antagonist counter-screen; parental CHO-K1, ATP-induced calcium, Fluo-8 fluorescence; inhibition, % at 5.6 µM; hit rate 0.63% among 330,000; AID 463079;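 active means inhibition above that plate's mean sample inhibition plus 3 SD, cut at about 26% in these data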;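 further: 0% = ATP-challenged DMSO wells and 100% = DMSO wells without ATP; some compounds past the cut are filed as inactive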
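Test system: untransfected parental CHO cell line; also added: ATP stimulus; dosing: 5.6 µM, single dose; signal: calcium-sensitive Fluo-8 fluorescence; measure: percent inhibition of ATP-evoked calcium rise, normalized to controls; benchmarks: low control ATP plus DMSO, high control DMSO only; replication: one well per compound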
CHRM1 antagonist: blocks human M1 muscarinic receptor | P11229 | CHO-K1 hM1, Fluo-8 calcium fluorescence, ACh EC80 antagonist | inhibition, % at 3 µM | hit rate 1.3% among 360,000;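 active means percent inhibition above its own plate's cutoff, namely the mean of that plate's compound wells plus 3 SD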;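 further: peak over basal fluorescence ratio during 140 s after agonist addition; 0% = ACh EC80 plus DMSO and 100% = DMSO alone without agonist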
Target sequence (P11229 whole entry, looked up): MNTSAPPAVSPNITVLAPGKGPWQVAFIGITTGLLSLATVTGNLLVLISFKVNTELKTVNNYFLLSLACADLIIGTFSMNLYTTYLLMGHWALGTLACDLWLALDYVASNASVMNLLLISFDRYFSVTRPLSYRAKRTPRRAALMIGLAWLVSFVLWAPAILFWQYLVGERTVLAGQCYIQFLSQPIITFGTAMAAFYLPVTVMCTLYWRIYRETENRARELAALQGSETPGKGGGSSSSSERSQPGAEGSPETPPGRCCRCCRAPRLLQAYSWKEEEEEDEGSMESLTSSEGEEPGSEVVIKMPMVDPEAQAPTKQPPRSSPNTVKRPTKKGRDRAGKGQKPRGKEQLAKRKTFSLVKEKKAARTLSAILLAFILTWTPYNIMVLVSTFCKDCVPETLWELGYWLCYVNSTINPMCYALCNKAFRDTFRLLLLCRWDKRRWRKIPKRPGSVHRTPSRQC
CHO-K1 Ca ag: nonselective activator or artifact in parental CHO-K1 cells; activation, % at 3 µM; Fluo-8 calcium fluorescence; scaled to maximal ATP response, vehicle zero; AID 602248; hit rate 0.48% among 360,000; in the data active means activation above about 15%;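 further: untransfected CHO-K1 host cells lacking M1 receptor as counterscreen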
M4 ag: agonists of human muscarinic M4 receptor (CHRM4); hit rate 0.14% among 360,000; AID 624127; activation, % at 3 µM; CHO-K1 hM4/Gqi5, Fluo-8 calcium fluorescence; vehicle 0%, full acetylcholine response 100%;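 active means activation above the run mean over all test wells plus 3 SD, cut at about 32% in these data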;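 further: peak over basal fluorescence ratio per well then scaled between controls; 0% = DMSO wells and 100% = acetylcholine at EC100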
M1 PAM: potentiates human M1 receptor response to acetylcholine. hit rate 0.088% among 360,000. activation, % at 3 µM. CHO-K1 hM1, Fluo-8 calcium fluorescence, ACh EC20; 0% = ACh EC20, 100% = maximal ACh. P11229; in the data active means activation above about 19%, passing the limit was not always enough
CHRM1 agonist: activates human CHRM1 receptor; P11229; CHO-K1 hM1, Fluo-8 calcium fluorescence, agonist mode; 0% DMSO, 100% acetylcholine EC100; activation, % at 3 µM; hit rate 0.33% among 360,000;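 active means activation above the run's mean compound activation plus 3 SD, cut at about 16% in these data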;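 further: peak over basal fluorescence ratio within a 140 s kinetic read after compound addition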
OXTR potentiate: human OXTR potentiation; P30559; CHO-OTR cells, Fluo-8 calcium fluorescence, potentiator mode; 0% = oxytocin EC15, 100% = EC100; activation, % at 3 µM; hit rate 0.061% among 320,000;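 active means activation above that plate's cutoff, the mean activation of tested compounds plus 3 SD, cut at about 6.6% in these data, passing the limit was not always enough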;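 further: 100% uses oxytocin at 75 nM as the full agonist control; some results filed as inactive read as strong as hits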
Target sequence (P30559 whole entry, looked up): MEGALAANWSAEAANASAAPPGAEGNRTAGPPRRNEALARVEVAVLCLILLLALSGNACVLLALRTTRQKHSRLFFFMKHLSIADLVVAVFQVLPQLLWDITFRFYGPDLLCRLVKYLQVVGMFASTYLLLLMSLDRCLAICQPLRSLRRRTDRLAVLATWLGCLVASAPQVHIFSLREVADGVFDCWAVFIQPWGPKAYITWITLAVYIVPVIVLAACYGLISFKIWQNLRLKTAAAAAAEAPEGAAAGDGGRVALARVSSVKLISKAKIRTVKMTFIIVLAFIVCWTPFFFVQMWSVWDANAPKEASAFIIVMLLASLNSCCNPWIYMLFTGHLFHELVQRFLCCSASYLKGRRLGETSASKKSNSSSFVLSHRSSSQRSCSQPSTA
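Material: human OTR in CHO cells. Compound: 3.0 µM, one dose. Timing: compound 6 min at room temperature before oxytocin, 100 s read. Evaluation: % activation of max/min ratio relative to oxytocin controls. Replication: single well per compound, singlicate. Signal: Fluo-8 calcium dye fluorescence.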
Numbers without * were called inactive; / = no result given.

No.	SMILES	CHO-K1 Ca antag	CHO parental Ca	CHRM4 antagonist	CHRM1 agonist	M1 PAM
1	NC(=O)c1nsc(C(=O)N(CC(=O)NCc2ccccc2)c2ccc(F)cc2)c1N	-11.3	-3.0	-4.3	7.8	8.0
2	COc1ccccc1CN1[C@@H](CC(=O)O)c2ccccc2S1(=O)=O	-14.8	-3.3	-8.7	4.0	-2.0
3	C=CCn1cnnc1SCC(=O)NCC1COc2ccccc2O1 (stereo not given)	-7.1	/	7.9	-4.5	13.8
4	CCOC(=O)C(=O)NNc1ccc(F)cc1	4.8	-7.1	8.4	2.7	16.5
5	COc1cc(/C=N/NC(=O)c2ccc(CN3c4cccc5cccc(c45)S3(=O)=O)cc2)cc(OC)c1O	1.8	/	1.6	4.5	1.4
6	CCSC1(SCC)N=C(N)C2(C#N)C(c3ccccc3)NC3=C(CCC3)C12C#N (stereo not given)	-7.0	-15.1	2.0	-3.0	4.4
7	CN1C(=O)NC(NS(=O)(=O)c2ccc(N)cc2)(C(F)(F)F)C1=O (stereo not given)	-12.9	-5.6	2.4	-2.1	-0.4
8	N=C1/C(=C\c2ccc(-c3cccc(Cl)c3)o2)C(=O)N=C2SC=C(c3ccccc3)N12	-4.3	-4.8	-2.4	-3.7	7.6
9	O=C(c1ccc(Cl)c(NC2=NC3CS(=O)(=O)CC3S2)c1)N1CCN(c2ccccc2)CC1 (stereo not given)	5.5	-12.9	-3.0	2.6	14.3
10	Cc1cc(=O)[nH]c(SCC(=O)O)c1C#N	-9.2	-3.3	7.3	-4.3	8.5
11	CCCCCC(=O)N1C[C@@H](O)[C@H](n2cc(C3CC3)nn2)C[C@@H]1c1ccccc1	-5.6	/	-4.6	6.7	12.5
12	CSc1ccccc1NC(=O)c1ccc2c(c1)CCN2S(C)(=O)=O	-14.8	-2.1	-5.2	-0.8	10.1

No.	CHRM1 antagonist	CHO-K1 Ca ag	OXTR potentiate	M4 ag
1	-8.6	1.9	-5.0	1.5
2	-2.1	0.3	1.2	0.5
3	-13.0	-0.1	/	1.3
4	-7.6	-0.2	-7.1	1.1
5	4.8	1.2	/	3.2
6	-8.1	0.2	-5.6	0.1
7	-3.3	1.2	-1.2	0.8
8	-6.5	0.9	-9.3	0.8
9	-11.8	1.3	-7.3	3.7
10	-12.2	0.2	2.1	0.1
11	-2.3	0.1	/	0.8
12	-5.9	1.5	-20.1	4.1

The list continues:
No.	SMILES	CHO-K1 Ca antag	CHO parental Ca	CHRM4 antagonist	CHRM1 agonist	M1 PAM
13	COc1cc2c(cc1OC)C1=C(C#N)COCN1CC2	7.3	-13.5	-4.7	-2.9	-2.7
14	Cc1cccc(N(C(=O)c2csnn2)C(C(=O)NC2CCCCC2)c2ccccn2)c1C (stereo not given)	3.2	-26.1	-2.3	3.5	5.0
15	Cc1c(NC(=O)c2ccc(Br)s2)c(=O)n(-c2ccccc2)n1C	-6.0	-10.4	5.3	-7.9	6.6
16	CCOc1cc(N2CCOCC2)c(OCC)cc1NC(=O)CSc1cccc[n+]1[O-]	-7.1	3.6	9.6	-3.4	3.7
17	N#CCC(=O)NCC1(c2ccccc2)CCCC1	-6.0	8.3	5.2	-0.9	0.4
18	CN(C)CCNC(=O)/C(=C/c1ccc(-c2ccc(Cl)cc2)o1)NC(=O)c1ccccc1	0.5	-6.5	-6.1	-6.7	1.5
19	Cc1ccc(C(CC(=O)O)NC(=O)c2ccc(S(=O)(=O)N3CC(C)OC(C)C3)cc2)cc1 (stereo not given)	-0.8	-2.0	-10.5	-4.7	11.7
20	O=C(Cn1c(NCCO)nc2ccccc21)c1ccccc1	-5.6	-12.4	-7.2	-6.7	4.8
21	CCOC(=O)C1=C(CNCc2ccccc2Cl)NC(=O)NC1c1cccc([N+](=O)[O-])c1 (stereo not given)	-17.2	-20.4	1.2	-3.6	4.1
22	CCCc1c(NC(=O)Nc2ccc(F)cc2)cnn1-c1ccc(Cl)cc1	5.0	9.6	2.9	4.3	-6.7
23	COc1cc(S(=O)(=O)NCC2CCCO2)ccc1Br (stereo not given)	-12.9	-2.3	-4.1	-2.0	16.6
24	Cc1cc(C)c(C(=O)/C=C/c2ccco2)c(=O)[nH]1	-15.1	0.8	0.5	-1.5	5.7

No.	CHRM1 antagonist	CHO-K1 Ca ag	OXTR potentiate	M4 ag
13	5.1	-0.1	-4.2	0.8
14	8.1	0.4	-6.8	2.2
15	-0.7	0.0	0.1	0.5
16	-4.6	0.4	-14.1	-0.1
17	-0.4	0.5	-10.3	-0.2
18	2.2	0.0	-4.9	1.0
19	-11.6	0.6	-5.3	1.2
20	-1.0	0.5	-10.4	0.7
21	-8.0	-0.8	-1.6	1.0
22	12.3	12.1	-17.1	13.6
23	-18.6	0.4	0.0	0.9
24	1.9	1.3	0.2	0.7

Next part.
No.	SMILES	CHO-K1 Ca antag	CHO parental Ca	CHRM4 antagonist	CHRM1 agonist	M1 PAM
25	OCCn1c(Cl)nc2ccccc21	-10.5	-12.0	-6.1	-1.3	-0.2
26	CC(C)CN(CC(C)C)C(=O)C12CCC(C)(C(=O)C1)C2(C)C (stereo not given)	-8.7	-16.4	-13.1	-3.5	-1.6
27	CC1=NN(C(=O)COc2ccccc2)C(O)(c2cccnc2)C1 (stereo not given)	-8.8	-3.0	-8.3	-9.4	12.1
28	CCCCn1nnnc1C(c1ccccc1)N1CCN(c2ncccc2C(F)(F)F)CC1 (stereo not given)	9.5	/	-3.0	/	/
29	COc1cc(C(=O)Nc2ccc3c(c2)OCCO3)ccc1OC(F)F	5.7	-17.6	0.5	10.1	7.3
30	O=C(Nc1cccc(C(F)(F)F)c1)c1cccnc1	7.8	-0.4	1.5	1.9	9.4
31	CCCOC(=O)c1ccc(NC(=O)c2c(Cl)ccc(Cl)c2OC)cc1	0.2	-26.4	7.7	-12.1	-4.8
32	O=S(=O)(Nc1nc2ccccc2s1)c1ccc(Cl)s1	-3.9	14.1	9.3	-4.0	1.5
33	COCCNC(=O)CSCc1nc(-c2ccc(SC)cc2)oc1C	-12.7	-11.5	-11.0	-0.7	5.9
34	CCOc1ccc(C(=O)CCC(=O)N(CC)CC(=O)Nc2c(F)cccc2F)cc1	-9.5	-26.2	-5.2	-3.8	6.7
35	CCOC(=O)C1(CCCc2ccccc2)CCN(C(=O)c2ccoc2)CC1	-11.8	-20.4	-25.5	-2.2	10.5
36	CC(=O)c1csc(COc2ccc(Cl)cc2)n1	-6.5	-10.0	0.9	-4.6	10.2

No.	CHRM1 antagonist	CHO-K1 Ca ag	OXTR potentiate	M4 ag
25	-4.0	-0.2	-7.9	1.0
26	-0.5	-0.3	-4.3	-0.4
27	-3.0	1.5	-2.7	0.9
28	/	0.9	/	2.9
29	3.1	2.5	-10.0	5.7
30	-1.8	-0.5	-0.9	1.1
31	6.2	9.2	-9.2	0.9
32	-6.1	5.6	-14.7	3.5
33	-5.8	0.6	-3.2	1.0
34	-1.9	-0.1	-6.6	1.6
35	-11.1	1.4	-1.7	1.1
36	-9.9	3.1	1.9	1.5

(more compounds)
No.	SMILES	CHO-K1 Ca antag	CHO parental Ca	CHRM4 antagonist	CHRM1 agonist	M1 PAM
37	COc1cc(-c2ccc(N3C(c4ccsc4)=Cc4ccc(F)cc4C3c3c[nH]c4ccc(C#N)cc34)cc2)cc(OC)c1OC (stereo not given)	-8.5	/	-2.3	/	/
38	Cc1ccc(OCC(=O)N2CCc3ccccc32)c([N+](=O)[O-])n1	2.6	-13.6	-5.4	-2.8	7.8
39	COc1cc(/C=C/C(=O)Nc2nnc(CC(C)C)s2)cc(OC)c1OC	-13.1	-13.8	2.4	-4.0	1.4
40	Cc1ccccc1Nc1c(-c2cccnc2)nc2ccccn12	0.7	-17.9	-4.4	-5.2	20.0
41	Cc1cc(Cl)c2oc(C(=O)N3CCOCC3)c(C)c2c1	-13.7	/	-6.7	-1.9	4.5
42	COc1ccc(/C(C)=N/N=C(\C)c2ccc(OC)cc2OC)c(OC)c1	-12.0	-6.7	-0.6	-6.3	3.1
43	Cc1ccc(N=C/C(C(=O)C(F)(F)F)=C(\O)c2cccs2)cc1	-6.4	-3.6	0.3	-3.6	1.8
44	O=C(Nc1ccon1)c1csc2ccccc12	-19.4	-12.5	-4.8	-1.7	4.8
45	CC1c2ccccc2SC(CCCN(C)C)c2ccccc21 (stereo not given)	-5.1	-10.3	4.7	-7.5	-10.8
46	CCn1c(C)c(C)c2cc(C(=O)NCCN3CCOCC3)ccc21	-12.5	-9.5	-11.4	-2.3	6.6
47	CC(=O)Nc1ccc(NC(=O)CSc2nc(=O)n(Cc3cccnc3)c3c2CCC3)cc1	1.0	/	-12.6	0.3	1.6
48	O=C(COc1cccc(Cl)c1)Nc1nc(-c2ccc(S(=O)(=O)N3CCOCC3)cc2)cs1	10.4	/	7.8	-2.4	-7.0

No.	CHRM1 antagonist	CHO-K1 Ca ag	OXTR potentiate	M4 ag
37	/	0.6	/	1.3
38	-4.5	9.3	-21.3	1.1
39	-6.4	0.7	-4.1	1.9
40	-17.4	0.4	-1.7	2.3
41	-10.4	-0.1	/	0.3
42	-0.2	0.3	-8.8	0.2
43	-1.8	0.9	-6.8	2.4
44	-16.0	-0.4	1.0	0.7
45	4.5	0.8	-7.0	4.4
46	-4.7	0.2	1.3	2.9
47	-1.7	0.4	/	0.8
48	6.8	4.0	/	9.8

Compound activity (PubChem BioAssay)
